Screening results deposited in PubChem by several laboratories.
Peg3 promoter: reduces Peg3 promoter-driven luciferase expression in HeLa. HeLa PEG-Prom luciferase reporter, luminescence, overnight. inhibition, % at 20 µM. hit rate 1.7% among 360,000. AID 588405;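 active means inhibition of at least 50% at 20 µM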
TRPM1 prom inh: MITF TRPM1 promoter inhibition in SK-MEL-5 cells. SK-MEL-5 TRPM1 promoter luciferase, 24 h. inhibition, % at 12.5 µM. hit rate 0.83% among 330,000;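 active means mean inhibition across replicates of 60% or more, whatever share of single replicates reaches that level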; further: values of inactives mirror those of a sister screen read the other way
NR2E3 ag-1: agonists of human nuclear receptor NR2E3; Q9Y5X4; GST-NR2E3/biotin-RetCOR TR-FRET, 1536-well; inhibition of corepressor binding, % at 4.78 µM; hit rate 0.12% among 320,000; AID 2300;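 active means percent inhibition above the cutoff of mean plus 3 SD of all tested compounds, set per screening campaign, cut at about 20% in these data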;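 further: 0% = DMSO wells and 100% = biotin wells as full block of FRET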
Target sequence (Q9Y5X4 whole entry, looked up): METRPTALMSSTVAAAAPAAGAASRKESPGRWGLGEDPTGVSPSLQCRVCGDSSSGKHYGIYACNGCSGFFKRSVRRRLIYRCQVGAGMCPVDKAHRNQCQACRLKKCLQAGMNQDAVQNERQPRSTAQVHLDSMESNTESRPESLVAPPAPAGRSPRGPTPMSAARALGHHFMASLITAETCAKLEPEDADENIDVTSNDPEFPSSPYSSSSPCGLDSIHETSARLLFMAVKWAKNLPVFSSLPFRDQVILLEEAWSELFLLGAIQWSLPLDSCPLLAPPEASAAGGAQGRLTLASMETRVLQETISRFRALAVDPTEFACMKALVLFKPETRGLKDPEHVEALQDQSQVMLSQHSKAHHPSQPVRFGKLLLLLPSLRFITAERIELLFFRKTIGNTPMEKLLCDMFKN
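Test system: GST-NR2E3 and biotin-RetCOR proteins | Quantity: 1.35 nM GST-tagged NR2E3 final | Medium: Tris pH 7.5 | Also added: 7 nM biotin-RetCOR | Dosing: Compound at 4.8 µM, single dose | Timing: 5 h at 4 °C | Detection: Time-resolved FRET | Read-out basis: Percent inhibition | Benchmarks: Biotin wells as high control, 0.6% DMSO wells as low control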
m5-HT2A agonist: activates the mouse 5-HT2A serotonin receptor | CHO-K1 mHTR2A beta-arrestin complementation, luminescence; percent of 30 µM serotonin response | activation, % at 7.6 µM | hit rate 0.66% among 360,000 | AID 624169;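 active means activation above a run cutoff, the mean activation of all tested compounds plus 3 SD, cut at about 14% in these data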;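 further: 0% = plate median of compound wells and 100% = 30 µM serotonin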
Shn3 inh set2: Schnurri-3 reporter inhibition in Clone20 osteoblasts | Clone20 osteoblast Shn3 3'UTR firefly luciferase, 24 h | inhibition, % at 12.5 µM | hit rate 0.52% among 360,000;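 active means mean inhibition of at least 75% with every replicate also reaching 75%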;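 further: 0% = median of neutral control wells and 100% = pilot-screen positive control compound; some compounds past the cut are filed as inactive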
NR2E3 ag-2: agonists of human NR2E3 nuclear receptor | inhibition of corepressor binding, % at 3.98 µM | hit rate 0.35% among 360,000 | CHO-S Gal4-NCOR/VP16-NR2E3 two-hybrid, luciferase | Q9Y5X4 | AID 602229;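 active means inhibition above the mean of all tested compounds plus 3 SD, cut at about 70% in these data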;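 further: 0% = DMSO with NR2E3 transfected cells and 100% = cells lacking NR2E3 construct; higher means lower luciferase signal from less NR2E3 corepressor binding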
CaV13 FRET inh: Primary screen for inhibitors of IQ motif and Ca2+-dependent inactivation inhibitor domain binding in CACNA1D, Förster resonance energy transfer in living cells, … | hit rate 0.098% among 340,000 | inhibition, % at 12.3 µM | HEK cells, CFP/YFP FRET ICDI-IQ, plate reader, 10 min; percent FRET-ratio fall versus neutral wells | AID 743397;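 active means mean replicate inhibition of at least 30% and at least 1% of replicates passing that level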;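 further: 0% = median of the neutral control wells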
H9c2 protect: protects H9c2 cardiomyocytes from peroxide injury | H2O2 injury protection, ATPLite, 2 h | protection from H2O2 cell death, % at 20 µM | hit rate 0.63% among 360,000;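 active means compounds giving at least 50% protection of heart cells from peroxide-induced death in the single-dose screen, raw or plate-pattern-corrected value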;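 further: 0% = DMSO wells with peroxide and 100% = DMSO wells without peroxide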
HIF-2a block: HIF-2a inhibition. 786-0 RCC cells HIF-2a reporter, luciferase luminescence, overnight. inhibition, % at 18.8 µM. hit rate 0.72% among 360,000;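 active means inhibition of the luminescence signal of 40% or more relative to plate controls, in a single-dose primary screen at 18.75 µM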
PDI inh: PDI (human) enzyme inhibition; P07237; PDI insulin aggregation turbidity, A650, 90 min; inhibition, % at 10 µM; hit rate 0.052% among 350,000; AID 588391;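 active means mean inhibition across replicates of 30% or more, whatever share of single replicates reach that level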;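 further: absorbance from insulin aggregation driven by PDI reduction with DTT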
Target sequence (P07237 whole entry, looked up): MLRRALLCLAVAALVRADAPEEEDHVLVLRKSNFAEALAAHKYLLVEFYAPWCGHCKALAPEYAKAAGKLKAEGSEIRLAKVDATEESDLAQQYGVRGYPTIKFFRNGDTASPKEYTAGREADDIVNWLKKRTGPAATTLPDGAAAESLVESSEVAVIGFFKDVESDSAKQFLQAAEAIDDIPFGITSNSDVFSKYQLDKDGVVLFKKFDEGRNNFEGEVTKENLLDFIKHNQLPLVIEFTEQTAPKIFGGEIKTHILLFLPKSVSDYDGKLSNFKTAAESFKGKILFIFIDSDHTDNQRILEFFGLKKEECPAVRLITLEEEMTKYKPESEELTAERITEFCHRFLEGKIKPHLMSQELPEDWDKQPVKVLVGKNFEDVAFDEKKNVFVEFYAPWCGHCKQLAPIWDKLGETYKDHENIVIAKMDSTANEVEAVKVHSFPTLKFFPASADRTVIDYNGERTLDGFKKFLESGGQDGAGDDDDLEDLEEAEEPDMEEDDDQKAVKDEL
iPSC survival up: enhancers of human iPSC single-cell survival; hiPSC single-cell survival, ATPlite luminescence; 100% = ROCK inhibitor wells, 0% = DMSO; survival enhancement, % at 20 µM; hit rate 0.044% among 360,000; in the data active means survival enhancement above about 18%;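 further: cells exposed to compounds for 16 hours before the ATP read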
Starred values were filed as active, the others as inactive; x = not tested or not shown.

Preview:
SMILES	Peg3 promoter	TRPM1 prom inh	NR2E3 ag-1	m5-HT2A agonist	Shn3 inh set2	NR2E3 ag-2	CaV13 FRET inh	H9c2 protect	HIF-2a block	PDI inh	iPSC survival up
CCn1c2ccccc2c2c3ncc4cccn4c3ccc21	-35	2	1	0	-5	-24	2	-10	-105	-1	-0.9
Cc1cc(NC(=O)c2ccco2)ccc1-n1cnnn1	-141	-35	0	0	-93	-56	-4	-2	-173	1	-2.8
Cc1ccc(C(=O)OCC(=O)NCc2cccs2)s1	-6	-3	x	-6	10	-9	-6	0	17	-4	-0.3
CCN1C(=O)/C(=C/c2nc3ccccc3c(=O)n2-c2ccc(C)cc2)c2ccccc21	4	19	1	5	-19	22	-5	2	33	-7	-0.7

Results, from the first entry:
SMILES	Peg3 promoter	TRPM1 prom inh	NR2E3 ag-1	m5-HT2A agonist	Shn3 inh set2	NR2E3 ag-2	CaV13 FRET inh	H9c2 protect	HIF-2a block	PDI inh	iPSC survival up
CCn1c2ccccc2c2c3ncc4cccn4c3ccc21	-35	2	1	0	-5	-24	2	-10	-105	-1	-0.9
Cc1cc(NC(=O)c2ccco2)ccc1-n1cnnn1	-141	-35	0	0	-93	-56	-4	-2	-173	1	-2.8
Cc1ccc(C(=O)OCC(=O)NCc2cccs2)s1	-6	-3	x	-6	10	-9	-6	0	17	-4	-0.3
CCN1C(=O)/C(=C/c2nc3ccccc3c(=O)n2-c2ccc(C)cc2)c2ccccc21	4	19	1	5	-19	22	-5	2	33	-7	-0.7
COc1ccccc1NS(=O)(=O)c1ccc2c(c1)N(C(C)=O)CC(C)S2 (stereo not given)	9	5	1	1	22	30	-3	-3	13	2	-0.6
Cc1ccc(NC(=O)Cn2nc(C)c(S(=O)(=O)N(C)C)c2C)cc1C	6	-2	1	1	x	8	-5	-3	13	-3	-0.3
O=C(Cc1nc(-c2ccc(Br)s2)cs1)NCCN1CCOCC1	6	7	4	-4	3	-4	-5	2	3	6	-1.0
Cc1cc(C(=O)OCc2nnc(-c3ccccc3)o2)c(C)n1-c1ccccc1	-8	-3	-7	1	26	68	x	-24	-26	6	-2.7
O=C(COC(=O)Cc1ccc(Cl)cc1)NCc1ccc(Cl)cc1	0	x	x	0	-54	12	-7	10	15	-86	-1.3
COc1cccc(C(=O)COc2ccc(NC(=O)c3cccs3)cc2)c1	-25	6	2	-3	-54	15	-6	-1	-23	-13	0.1
COc1ccccc1-c1c(C)nn2c(N)c(-c3ccccc3)cnc12	-49	-40	x	0	26	5	-15	-7	-80	7	-0.4
CC(=O)Nc1ccc(S(=O)(=O)Nc2ccc3c(c2)n(C)c(=O)n3C)c(C)c1	0	-5	-1	1	-1	-12	-8	11	7	2	-0.6
CCOC(=O)c1sc(=S)n(CC)c1NC(=O)c1ccccc1C	4	x	0	-5	4	-9	-5	2	16	7	-0.7
Cc1ccccc1Nc1nnc(SCC(=O)NCC2CCCO2)s1 (stereo not given)	3	-2	x	2	-10	-20	-6	3	8	4	0.7
O=C(Nc1ccccc1)C1=C[C@@H](c2ccccc2)C[C@@H](OCc2ccc(CO)cc2)O1	-116	-64	1	-2	-38	-24	-10	1	-192	7	5.3
CCOC(=O)c1ccc(COC(=O)c2cc3ccccc3oc2=O)o1	-63	-10	6	1	-18	-18	x	-2	-70	9	2.6
CCc1ccc(C(=O)NNC(=O)OC)cc1	-6	3	4	1	3	-35	7	-5	1	6	-0.1
CC1CCC2(CC1)N=C(N)Nc1nc3ccccc3n12 (stereo not given)	8	6	0	4	-30	-6	-5	1	19	5	0.0
S=C(NCCc1ccccc1)Nc1ccccc1N1CCOCC1	7	6	1	0	-37	18	-7	0	10	1	-0.2
Cc1cc(N)nc(SCC(=O)N2C(C)CCCC2C)n1 (stereo not given)	5	4	-1	-7	4	-2	-2	0	9	1	1.1
COc1ccc(CNCc2cccc(Oc3ccccc3)c2)cc1	7	-3	-2	-4	-3	-7	-1	-15	2	-5	-0.6
C[C@H]([C@H](O)c1ccccc1)N(C)C(=O)CN	6	-4	-1	1	1	-3	-9	7	1	-1	1.0
COc1ccccc1CC(=O)Nc1ccc(S(=O)(=O)N2CC(C)CC(C)C2)cc1 (stereo not given)	27	-1	4	-5	1	-17	-7	-9	19	12	-0.1
CCCn1c(SCC(=O)Nc2cc(S(=O)(=O)N3CCOCC3)ccc2Cl)n[nH]c1=O	5	6	3	-1	4	-13	-3	-2	7	-4	0.3
Cc1nn2c(-c3ccco3)nnc2c2ccccc12	-37	7	2	-1	-17	5	-5	8	-40	7	-0.1
Additional entries:
SMILES	Peg3 promoter	TRPM1 prom inh	NR2E3 ag-1	m5-HT2A agonist	Shn3 inh set2	NR2E3 ag-2	CaV13 FRET inh	H9c2 protect	HIF-2a block	PDI inh	iPSC survival up
Cn1c(CSc2nc3ccccc3s2)n[nH]c1=S	-28	1	-3	-6	-2	-23	-5	-7	-15	10	0.7
Cc1cccc(Nc2n[nH]c(=S)s2)c1C	-7	-3	-3	3	-30	-56	-8	0	-51	-6	1.1
COc1ccc(CNC(=O)c2ccc(Cn3cc(Br)cn3)o2)cc1	15	-3	8	4	12	-1	-3	-3	11	-5	-0.4
Cc1ccc(C(=O)ONC(=O)c2ccc(Cl)cc2)cc1[N+](=O)[O-]	-40	6	-2	-5	-37	-15	-9	1	-57	-1	0.8
O=C(Nc1ccc([N+](=O)[O-])cc1)C1CC12CCC2 (stereo not given)	-76	-10	2	0	-21	-37	-3	-8	-72	-10	1.0
CC1(C)C2CCC1(C(=O)O)c1nc3ccccc3nc12 (stereo not given)	10	9	-2	6	4	-45	-5	0	11	-6	1.8
COc1cc2oc(=O)cc(CN3CCN(c4ccccc4F)CC3)c2cc1Cl	11	x	x	1	-1	-6	-4	-6	10	x	2.5
CO/N=C/C(=N\Nc1ccc(OC)cc1)C(=O)c1ccc(F)cc1	19	-11	-1	1	-6	-40	-2	-14	-1	-3	1.1
CC(C)C[C@H]1CNC(=S)N1C[C@H]1CCCN1C[C@H](Cc1ccc(O)cc1)N1C[C@H](Cc2ccc(O)cc2)N(CC2CCCCC2)C1=S	100*	x	x	-1	9	23	-8	-12	-15	x	-1.0
Cc1nc2nc[nH]n2c(=O)c1NC(=O)c1cccc(OCC(C)C)c1	8	-1	1	-2	2	-7	x	8	6	15	1.7
CCn1c(SCC(=O)Nc2ccccc2C)nnc1-c1ccccc1O	16	5	0	3	7	24	-4	8	-1	22	0.1
Cc1cc(NCCO)c2ccccc2n1	6	-2	4	1	12	4	-3	2	11	-12	0.8
COc1ccc(OC)c(NC(=O)CSc2ccc3ccccc3c2)c1	12	5	0	-4	31	9	x	-20	8	3	0.7
O=C(CSc1nnc(Cn2nnc3ccccc32)o1)Nc1cccc(Cl)c1	-1	11	-1	-2	8	-6	-5	5	14	6	-3.8
Cc1ccccc1N1C(=O)C2ON(c3ccccc3)C(c3ccco3)C2C1=O (stereo not given)	11	2	2	3	-10	-6	-2	4	18	6	-0.5
COC(=O)CCC/C=C1/SCC(NC(=O)c2ccccc2)/C1=N/O (stereo not given)	7	3	2	2	-1	-10	-4	-4	12	-1	-4.6
CCC(=O)Nc1cc(C(=O)OC(C(=O)c2ccc(C)c(C)c2)c2ccccc2)ccc1C (stereo not given)	15	10	-3	-7	17	-10	-4	-3	11	0	2.3
CCOc1ccccc1C(=O)OCC(=O)Nc1ccc(OC(F)F)cc1	-9	2	-1	1	-19	19	-5	-4	19	-1	-1.2
CCNc1nc(NC(C)C)nc(NC(C)(C)C)n1	19	20	8	-5	11	15	-5	-1	17	-4	-1.2
COc1ccc(-c2c(C)oc3c(CN4CCN(C)CC4)c(O)ccc3c2=O)cc1	-15	-2	3	-7	-38	-10	-5	7	1	-1	0.6
CC(=O)NC(CC(C)C)C(=O)NC(=O)NCc1ccccc1 (stereo not given)	-7	-13	-3	4	-7	-18	-8	2	12	-10	6.9
CC(=O)Cn1nnc2sc3c(c2c1=O)CCC(C(C)(C)C)C3 (stereo not given)	-244	-77	-1	1	-74	-109	-7	-12	-251	9	-1.0
CC1CCN(C(=O)C2CC(c3ccc(F)cc3)=NO2)CC1 (stereo not given)	-128	-41	-1	1	-47	-36	-9	-2	-142	-1	-0.7
CCCN1CCN(CCCNC(=O)C2CCCN(c3nnc(-n4cccc4)s3)C2)CC1 (stereo not given)	8	1	3	2	-3	-2	-4	-1	7	-6	-1.3
Cn1nnc(NC(=O)CSc2nnnn2-c2ccc(F)cc2)n1	-5	-1	1	5	-2	9	-5	10	17	-1	4.7
Next results:
SMILES	Peg3 promoter	TRPM1 prom inh	NR2E3 ag-1	m5-HT2A agonist	Shn3 inh set2	NR2E3 ag-2	CaV13 FRET inh	H9c2 protect	HIF-2a block	PDI inh	iPSC survival up
COc1ccccc1CC(=O)Nc1ccccc1O	-1	8	1	-1	3	-16	-4	-1	-8	4	8.2
Cc1c(CN2CCCC(C(=O)c3cccc(Cl)c3)C2)c(=O)n(-c2ccccc2)n1C (stereo not given)	15	8	2	-1	15	6	-3	7	11	-5	-0.3
CCCC(=O)Nc1ccc(Sc2ccc([N+](=O)[O-])cc2)cc1	25	7	3	-4	15	24	x	-24	11	3	2.5
COc1ccccc1-c1nnc(NC(=O)c2ccc(S(=O)(=O)N(C)CC3CCCO3)cc2)o1 (stereo not given)	25	16	5	-4	0	17	-6	13	21	5	-0.4
Cc1ncoc1C(=O)N1CCc2c([nH]c3ccccc23)C1C1CCCCC1 (stereo not given)	-82	1	5	-4	-42	-16	-59	-7	-147	-4	-1.8
FC(F)(F)c1cc(-c2ccccc2)nc(NCc2cccnc2)n1	25	9	-4	-3	11	-3	-4	-16	25	-5	-1.9
COc1ccc(NC(=O)NCc2ccc3c(c2)OCO3)cc1	-26	-1	3	-4	2	13	-6	-3	-16	-2	-3.1
O=C(NCCCn1ccnc1)Nc1cccc2ccccc12	11	-1	2	0	5	0	-5	17	14	-15	-0.6
Cc1cc(OCC(O)CN)ccc1Cl (stereo not given)	-14	5	0	3	-27	-10	x	-4	15	-5	0.0
O=C(COC(=O)c1cccc(S(=O)(=O)N2CCOCC2)c1)NC1CCCCC1	-11	x	x	-3	-3	-37	-5	0	11	4	-1.4
C/C(=N\NC(=O)CC(C)C)c1ccc(N2CCCCC2)cc1	-71	-22	-2	-1	-19	-25	-5	4	-114	6	0.4
CCSc1nnc(NC(=O)c2c(C)noc2C)s1	-22	2	0	3	-20	-3	x	0	-42	12	-0.3
CC1CCCCC1NS(=O)(=O)c1ccc(S(=O)(=O)N2CCCC2)cc1 (stereo not given)	8	7	-2	-1	20	-12	-5	-7	5	-1	-1.0
CC(=O)c1c(O)c(C)c(O)c2c1OC1=CC(=O)C(C(C)=O)C(=O)[C@@]12C (stereo not given in full)	6	0	x	-2	14	-9	-4	0	7	-2	0.8
CCC(C)NS(=O)(=O)c1cc2c3c(c1)CCC(=O)N3CCC2 (stereo not given)	13	7	1	10	23	-8	5	2	-3	-10	-0.5
